# Compound activity deposited in PubChem by Broad Institute.
# ARNT-TACC3 inh – disruptors of ARNT/TACC3 protein interaction, primary screen, biochemical, AlphaScreen, single concentration; AID 623870, 2012; AlphaScreen His-ARNT PAS-B/GST-TACC3 binding, luminescence; TACC3 fragment carries E629A point mutation; Transforming acidic coiled-coil-containing protein 3 (Homo sapiens), Q9Y6A5; hit rate 0.66% among 390,000; inhibition, % at 9.99 µM;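 active = mean inhibition of replicates at least 50% and at least half of replicates each reaching 50%; inconclusive = half or more replicates reach 50% but mean below 50%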;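 note: 0% = complete ARNT plus TACC3 wells and 100% = ARNT alone without TACC3; many hits fall short of the cut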
# esBAF inh – Bmi1 luciferase reporter increase in mESCs, primary screen, esBAF inhibitor project, mouse ES cells, Bmi1 luciferase knock-in, single point. reporter increase, % at 12.5 µM. hit rate 2% among 350,000. 24 h; 100% = twice the neutral-well signal; in the data active = activation above about 40%; inconclusive = no clear call, values can overlap the other calls;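 note: 0% = median of the plate's neutral control wells and 100% = double that signal; a rise in the Bmi1 reporter signal indicates esBAF inhibition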
# RAD54 branch – inhibitors of human RAD54 branch migration, primary screen, biochemical, fluorescence, single point | hit rate 0.14% among 360,000 | DNA repair and recombination protein RAD54-like (Homo sapiens), Q92698 | RAD54 Holliday junction branch migration, FAM/BHQ fluorescence | inhibition, % at 10.4 µM;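 active = mean normalized replicate activity at least 40 and at least half of replicates scoring 40 or more; inconclusive = only one of the two criteria met; inactive = mean below 40 and under half of replicates reaching 40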;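 note: 0% = median of neutral control wells and 100% = median of positive control wells; inhibitors cause a drop in the FAM fluorescence signal; in these data hits start at about 50%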
# Target sequence (Q92698 whole entry, looked up): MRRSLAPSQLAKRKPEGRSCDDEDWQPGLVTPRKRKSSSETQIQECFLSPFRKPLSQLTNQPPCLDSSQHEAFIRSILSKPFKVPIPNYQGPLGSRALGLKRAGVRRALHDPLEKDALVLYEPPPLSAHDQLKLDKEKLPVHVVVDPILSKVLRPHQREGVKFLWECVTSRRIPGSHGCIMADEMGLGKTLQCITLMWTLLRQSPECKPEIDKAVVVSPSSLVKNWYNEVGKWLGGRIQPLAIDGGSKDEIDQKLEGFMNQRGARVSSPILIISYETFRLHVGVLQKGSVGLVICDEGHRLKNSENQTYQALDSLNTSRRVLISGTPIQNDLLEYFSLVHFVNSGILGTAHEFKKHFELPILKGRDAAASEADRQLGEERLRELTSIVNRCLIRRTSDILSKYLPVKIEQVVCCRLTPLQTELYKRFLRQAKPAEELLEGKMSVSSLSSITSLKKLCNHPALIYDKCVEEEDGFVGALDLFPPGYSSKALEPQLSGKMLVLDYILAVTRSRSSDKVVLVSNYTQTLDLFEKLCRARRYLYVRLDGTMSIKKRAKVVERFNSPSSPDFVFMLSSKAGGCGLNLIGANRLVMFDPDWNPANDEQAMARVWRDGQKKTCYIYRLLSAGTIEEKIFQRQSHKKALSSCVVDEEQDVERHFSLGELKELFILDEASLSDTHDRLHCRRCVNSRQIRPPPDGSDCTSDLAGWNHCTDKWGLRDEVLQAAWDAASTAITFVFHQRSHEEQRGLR
# PglD inh – C. jejuni PglD acetyltransferase inhibitors, primary screen, biochemical, DTNB colorimetric, single point. inhibition, % at 12.5 µM. hit rate 0.098% among 360,000. purified PglD enzyme, DTNB colorimetric CoA detection; in the data active = inhibition above about 16%, passing the limit was not always enough; inconclusive = no clear call, values can overlap the other calls; note: strong numbers were not always called active
# E-selectin induc – E-selectin induction in HUVECs, primary screen, imaging, HUVEC, immunofluorescence imaging, single point; normalized: neutral wells 0, TNF-alpha wells 100; activation, % at 7.58 µM; hit rate 0.37% among 260,000; AID 686992, 2013;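 active = mean E-selectin-positive cell signal at least 10% of the positive control, reached in at least 60% of replicates, without over 20% cell loss; inconclusive = no rule given, readout overlaps actives, possibly toxicity-flagged; inactive = the rest, including those meeting only one limit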;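 note: in these data hits start at about 27%; measured in HUVEC primary endothelial cells; signal is the percent of cells scored E-selectin positive by PE staining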
#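 System: HUVEC, human umbilical vein endothelial cells; quantity: 3,000 cells/well; buffer or medium: EGM-2 medium, gelatin-coated wells; dosing: single-point compound dose; detection: immunofluorescence imaging; evaluation: % PE-positive cells; benchmarks: TNF-alpha, DMSO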
# ERp5 block – inhibitors of ERp5-driven insulin aggregation, primary screen, biochemical, turbidity, absorbance 650 nm, single point; Protein disulfide-isomerase A6 (Homo sapiens), Q15084; 90 min; inhibition, % at 9.99 µM; hit rate 0.05% among 350,000; AID 651711, 2012;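 active = mean replicate inhibition above about 25%, with every replicate also reaching it, limit read from the data, passing the limit was not always enough; inconclusive = only one of those two criteria met; inactive = neither criterion met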
# RAD52 anneal inh – RAD52 DNA annealing inhibitors, primary screen, biochemical, FRET, single point, set 2; DNA repair protein RAD52 homolog (Homo sapiens), P43351; recombinant RAD52 DNA annealing, FRET fluorescence; inhibition, % at 18.7 µM; hit rate 0.46% among 360,000; AID 651710, 2012;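 active = every replicate showing at least 50% inhibition; inconclusive = mean inhibition at least 50% but not in every replicate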
# CASP6 VEID inh – human caspase-6 inhibitors, primary screen, biochemical, VEID-R110 fluorescence, single point, set 2 | P55212 | purified caspase-6, Z-VEID-R110 cleavage fluorescence | inhibition, % at 12.5 µM | hit rate 0.53% among 350,000;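 active = mean inhibition across replicates at least about 35%, with every replicate also reaching that limit, limit read from the data; inconclusive = only one of the two criteria met; inactive = neither criterion met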;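 note: 0% = median of neutral control wells and 100% = no fluorescence left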
# Target sequence (P55212 24-179 limits assumed): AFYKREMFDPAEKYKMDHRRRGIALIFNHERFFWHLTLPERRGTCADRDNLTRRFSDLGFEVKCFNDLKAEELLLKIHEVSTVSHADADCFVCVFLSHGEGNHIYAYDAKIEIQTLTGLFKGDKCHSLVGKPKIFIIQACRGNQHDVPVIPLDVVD
# Target sequence (P55212 194-293 limits assumed): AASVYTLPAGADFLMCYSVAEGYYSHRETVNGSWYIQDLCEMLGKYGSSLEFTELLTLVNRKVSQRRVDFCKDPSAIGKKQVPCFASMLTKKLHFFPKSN
# An asterisk follows results filed as active; ? = inconclusive; · = no result given; & = joins results of further samples. Random draw from the library; overall some 3.2% were active at least once.
# Values in the order: RAD54 branch	ERp5 block	CASP6 VEID inh	esBAF inh	PglD inh	RAD52 anneal inh	ARNT-TACC3 inh	E-selectin induc
1. C[C@H](CO)N1C[C@H](C)[C@@H](CN(C)Cc2ccc(Oc3ccccc3)cc2)Oc2c(NS(=O)(=O)c3ccc(Cl)cc3)cccc2C1=O
  7	-4	1	0	-1	-24	1	-0.3
2. O=C1Nc2ccccc2C12OC1CCCCC1O2 (stereo unspecified)
  -3	·	·	-9	1	·	11	·
3. CCOC(=O)N1CCC(Nc2c(NCCCN3CCN(c4ccc(OC)cc4)CC3)c(=O)c2=O)CC1
  14	1	-12	-6	-1	-8	6	2.0
4. O=C(COc1ccc2c(c1)CCC2)NCc1ccc(Cl)cc1
  -10	3	1	·	5	3	-26	·
5. CCCCn1c(N)c(N(CC(C)C)C(=O)c2ccco2)c(=O)[nH]c1=O
  -14	-1	0	5	-3	-5	0	-4.5
6. CCCC#Cc1cnc2c(c1)C(=O)N([C@H](C)CO)C[C@H](C)[C@H](CN(C)C(=O)NC1CCCC1)O2
  5	5	1	2	1	3	4	0.0
7. N#Cc1ccc(Sc2ccccn2)c([N+](=O)[O-])c1
  -17	·	-1	-2	4	-2	-5	·
8. CCOc1ccc(N(C(=O)CNS(=O)(=O)c2ccccc2)C(CC)C(=O)NCc2ccco2)cc1 (stereo unspecified)
  ·	3	5	·	·	-11	3	·
9. COc1ccc(S(=O)(=O)N(C)C[C@@H]2Oc3c(NS(=O)(=O)c4ccc(Cl)cc4)cccc3C(=O)N([C@H](C)CO)C[C@H]2C)cc1
  -8	·	·	-4	1	·	2	-0.2
10. CCNC(=O)C[C@H]1CC[C@H]2[C@@H](COC[C@H](O)CN2C(=O)c2cc(Cl)cc(Cl)c2)O1
  0	·	·	-1	3	·	-3	0.0
11. CCS(=O)(=O)N1CCN=C1SCc1ccc(F)cc1
  -3	-1	2	-6	-1	-10	10	·
12. CCCC1NC(=O)c2cc3ccccc3cc2-n2c1nc1ccc(C)cc1c2=O (stereo unspecified)
  0	2	6	-3	-6	-6	·	-0.1
13. CSCC[C@H](NC(=O)CCNC(C)=O)c1nc2ccccc2[nH]1
  -5	·	·	-5	4	·	1	·
14. OCC[C@@H]1C[C@H](O)[C@@H](O)[C@]2(CCCCO2)O1
  1	-6	-3	1	4	-19	-14	-0.2
15. Cc1cc(-c2ccc(C)c(S(=O)(=O)NCCN3CCC(C)CC3)c2)on1
  3	21	-3	-2	-4	-12	-17	·
16. CN(C)CCNC(=O)/C=C/c1cn(-c2ccccc2)nc1-c1cc2ccccc2oc1=O
  0	1	-4	-5	6	-9	-7	5.1
17. CC(=O)N(C)C[C@@H]1Oc2ncc(C3=CCCC3)cc2C(=O)N([C@H](C)CO)C[C@H]1C
  1	2	-3	-5	3	4	11	0.0
18. COC(=O)[C@H](CC(C)C)NC(=O)NC1CCCCC1C (stereo partly specified)
  2	·	·	-11	1	·	-5	·
19. O=S(=O)(c1ccccc1)N1CCCCN2[C@H](C1)[C@H](c1ccc(-c3ccccc3)cc1)[C@@H]2CO
  6	4	2	-3	0	-27	5	0.0
20. CC(NC(=O)C1C2C=CC(C2)C1C(=O)O)c1ccccc1 (stereo unspecified)
  4	·	·	-2	-1	·	-4	·
21. Fc1ccc(C2C3=C(Nc4ncnn42)c2ccccc2OC3c2ccncc2)cc1 (stereo unspecified)
  10	·	·	-1	-3	·	8	·
22. CCc1nc2c(OCc3ccc(Cl)cc3)cccn2c1N(C)C(=O)c1ccc2c(c1)OCO2
  6	4	2	-9	5	-20	·	-0.5
23. Cc1cccc(Cc2nnc(CCC(=O)N(C)CCc3ccccc3)o2)c1
  6	-10	-1	?	1	-6	1	0.2
24. Cc1c(C(c2ccccc2Br)c2c(C)n(C)n(-c3ccccc3)c2=O)c(=O)n(-c2ccccc2)n1C
  -4	-1	-1	8	2	1	-5	·
25. CCCC#Cc1ccc([C@@H]2[C@H]3CN(S(=O)(=O)c4ccccc4C)CC(=O)N3[C@H]2CO)cc1
  ·	0	2	·	·	-24	·	-0.1
26. O=C(CCl)c1ccc(Cc2ncc(C(F)(F)F)cc2Cl)s1
  0	·	·	-5	-1	·	-9	·
27. COc1cc(C(C)=O)ccc1OC(=O)CN1C(=O)c2ccccc2C1=O
  0	5	-3	-2	-22	-14	-5	-0.1
28. CCS(=O)(=O)Nc1ccc2c(c1)C(=O)N(C)C[C@H](OC)[C@@H](C)CN(C(=O)c1ccc3c(c1)OCO3)[C@@H](C)CO2
  7	-4	4	-1	2	3	-2	0.2
29. Cc1noc(C)c1S(=O)(=O)Nc1ccc2c(c1)C(=O)N([C@H](C)CO)C[C@H](C)[C@@H](CN(C)CC1CC1)OCCCC[C@@H](C)O2
  20	·	·	4	4	·	1	-0.2
30. COc1ccc(-c2nc(SCC(=O)Nc3cc(C)on3)n[nH]2)cc1
  2	·	·	-5	-3	·	3	·
31. C/C(=N\NC(=O)COc1ccc(C)cc1[N+](=O)[O-])c1ccc2c(c1)OCCO2
  -11	-1	-1	7	1	-11	1	0.0
32. COc1ccc(CN(C)C[C@H]2Oc3ccc(NC(=O)Nc4ccc(F)cc4)cc3CC(=O)N([C@H](C)CO)C[C@H]2C)cc1
  0	-3	0	3	-1	-42	1	-4.2
33. CCOC(=O)N1CCN(C(=O)CN(C2CCCCC2)S(C)(=O)=O)CC1
  -3	1	1	·	4	-7	·	·
34. C=CCn1c(SCc2nc3ccccc3[nH]2)nnc1-c1ccc(OC)cc1
  10	·	·	-10	2	·	-1	·
35. CCN=C1SC(C(=O)Nc2cccc(Cl)c2)CC(=O)N1CC (stereo unspecified)
  ·	-7	-2	·	·	9	-14	·
36. O=C(c1ccc(NS(=O)(=O)c2cccc(F)c2)cc1)N1CCCCC1
  -3	-13	-1	1	-2	-17	-9	-0.2
37. O=C(/C=C/c1ccccc1[N+](=O)[O-])N1CCN(C(=O)c2ccco2)CC1
  -3	1	·	-7	-3	-4	-8	0.0
38. CN(CC(=O)Nc1ccc(F)c(F)c1)S(=O)(=O)c1cccc2nsnc12
  -10	·	·	4	-2	·	5	·
39. CCCn1c(NCc2ccccc2NS(=O)(=O)c2ccc(C)cc2)nc2ccccc21
  ·	9	0	·	·	-15	-7	1.0
40. O=C(NCc1ccco1)c1ccc(N2CCCC2=O)cc1
  3	·	·	9	-6	·	-1	·
41. Cc1cc(=O)c2c(=O)[nH][nH]c2[nH]1
  -9	-3	3	5	·	0	·	-2.8
42. Cc1ccc(CNC(=O)C2CCC(=O)N(C3CCCC3)C2)c(F)c1F (stereo unspecified)
  -3	-3	6	1	0	-18	2	8.9
43. C=CCn1c(SCC(=O)/C(C#N)=C(\C)N)nc2sc(CC)cc2c1=O
  12	-7	1	-18	-6	-12	0&-7	0.0
44. C[C@H](CO)N1C[C@H](C)[C@H](CN(C)C(=O)Nc2ccccc2F)Oc2cc(-c3ccccc3)ccc2S1(=O)=O
  2	-1	0	·	-2	-46	-2	0.0
45. CCN1CCN(c2ccc(S(=O)(=O)N3CCCCC3)cc2NC(=O)C(C)Oc2ccc(F)cc2)CC1 (stereo unspecified)
  -1	-3	0	4	-5	-5	12	-0.3

# The list goes on, overlapping the part above by 6 compounds.
# Values in the order: RAD54 branch	ERp5 block	CASP6 VEID inh	esBAF inh	PglD inh	RAD52 anneal inh	ARNT-TACC3 inh	E-selectin induc
40. O=C(NCc1ccco1)c1ccc(N2CCCC2=O)cc1
  3	·	·	9	-6	·	-1	·
41. Cc1cc(=O)c2c(=O)[nH][nH]c2[nH]1
  -9	-3	3	5	·	0	·	-2.8
42. Cc1ccc(CNC(=O)C2CCC(=O)N(C3CCCC3)C2)c(F)c1F (stereo unspecified)
  -3	-3	6	1	0	-18	2	8.9
43. C=CCn1c(SCC(=O)/C(C#N)=C(\C)N)nc2sc(CC)cc2c1=O
  12	-7	1	-18	-6	-12	0&-7	0.0
44. C[C@H](CO)N1C[C@H](C)[C@H](CN(C)C(=O)Nc2ccccc2F)Oc2cc(-c3ccccc3)ccc2S1(=O)=O
  2	-1	0	·	-2	-46	-2	0.0
45. CCN1CCN(c2ccc(S(=O)(=O)N3CCCCC3)cc2NC(=O)C(C)Oc2ccc(F)cc2)CC1 (stereo unspecified)
  -1	-3	0	4	-5	-5	12	-0.3
46. CC(C)OCC(O)CS(=O)(=O)Cc1ccccc1 (stereo unspecified)
  0	·	·	-9	9	·	3	·
47. O=C(Nc1ncccn1)c1ccc([N+](=O)[O-])cc1Cl
  -4	2	-4	2	2	-4	0	·
48. O=C(CCn1nnc(-c2cccs2)n1)NCc1ccccc1Cl
  -6	-5	-2	-9	0	4	-11	·
49. CC(=O)c1c(C)oc2ccc(O)c(CN3CCOCC3)c12
  0	·	·	-5	-1	·	-9	·
50. COc1cc(C(=O)N(C)CCOc2ccc(C)cc2)ccc1OC1CCN(C(C)=O)CC1
  -16	0	-1	6	-4	23	0	0.2
51. CO[C@H]1CN(C)C(=O)c2ccc(NC(=O)c3ccccc3)cc2OC[C@H](C)N(C)C[C@@H]1C
  3	8	0	0	-3	-3	-16	-0.2
52. CCN(CC)CCCn1c(C)cc2c(c1=O)C(c1ccccc1)C(C#N)=C(N)O2 (stereo unspecified)
  10	·	·	2	-10	·	1	·
53. CN(CC(=O)NCc1ccccc1F)S(=O)(=O)c1ccc(Cl)cc1
  4	2	-11	1	·	-18	-7	-0.1
54. COc1ccccc1NC(=O)N[C@H]1CC[C@H](CCNS(=O)(=O)c2ccc(F)cc2)O[C@@H]1CO
  8	6	-1	2	-1	-4	-4	-2.3
55. COc1cc(-c2cc(=O)c3c(C)cc(O)cc3o2)cc(OC)c1OC
  ·	-8	-1	·	·	-7	-1	-0.6
56. Cc1nnsc1S(=O)(=O)c1ccccc1
  -6	-2	-3	3	1	-3	-15	-0.2
57. COc1ccc(COC(=O)c2cccc(S(=O)(=O)N3CCCC3)c2)cc1F
  -2	-4	-4	·	2	-9	1	-0.1
58. CCN(CC)S(=O)(=O)c1ccc(N2CCOCC2)c(NC(=O)c2nn(C(C)C)c(=O)c3ccccc23)c1
  6	5	1	8	-1	-16	·	-1.1
59. Nc1nc(CN2CCN(c3ccccc3)CC2)nc(N2CCCc3ccccc32)n1
  -26	·	·	5	5	·	7	-1.3
60. O=C(NCCCn1ccnc1)Nc1ccc2c(c1)OCO2
  1	5	-4	24	3	-2	-3	0.3

# Laid out differently: two of the compounds above
No.	SMILES	RAD54 branch	ERp5 block	CASP6 VEID inh	esBAF inh	PglD inh	RAD52 anneal inh	ARNT-TACC3 inh	E-selectin induc
49	CC(=O)c1c(C)oc2ccc(O)c(CN3CCOCC3)c12	0	·	·	-5	-1	·	-9	·
54	COc1ccccc1NC(=O)N[C@H]1CC[C@H](CCNS(=O)(=O)c2ccc(F)cc2)O[C@@H]1CO	8	6	-1	2	-1	-4	-4	-2.3
